# Screening results: PubChem, several laboratories
# TAAR1 ag: agonists of human TAAR1; Q96RJ0; CHO RD-HGA16 TAAR1, Fluo-8 calcium fluorescence; vehicle wells 0%, saturating PEA agonist 100%; activation, % at 3 µM; hit rate 0.99% among 360,000; AID 624467;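 active = activation above the mean activation of all test compounds in the run plus 3 SD, cut at about 38% in these data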
#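 Assay system – CHO-derived RD-HGA16 cells with stable Gα16 and human TAAR1 · Compound dosing – one-point dosing at 3 µM (nominal) · Incubation – 17-24 h seeding, 75 min 37 °C dye, 30 min RT · Measured by – kinetic Fluo-8 calcium fluorescence · Control set – DMSO vehicle as 0%, PEA at EC100 as 100% · Repeats – single well for each compound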
# M1 PAM parental: counter-screen for M1 PAMs: effect in parental CHO-K1 cells; ATP EC20, Fluo-8 calcium fluorescence; 0% at ATP EC20, 100% at ATP max; hit rate 0.02% among 360,000; activation, % at 3 µM;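 active = activation above the run cutoff, the mean activation of all test compounds plus 3 SD, cut at about 40% in these data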;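 also: peak over basal fluorescence ratio in a 140 s read after ATP addition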
# CRFBP-R2 block: antagonists of CRF-binding protein/CRF-R2 receptor complex; inhibition, % at 11.8 µM; AID 588475; HEK293 CRF-R2/CRF-BP, CRF-induced calcium fluorescence; hit rate 0.59% among 350,000;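 active = inhibition of the ligand-induced calcium signal above about 50% at the single tested concentration, limit read from the data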
# CRFR2-BP ag: CRF-BP/CRF-R2 complex agonism; HEK293 CRF-R2/CRF-BP, calcium dye fluorescence (FLIPR); percent of saturating CRF peptide response; activation, % at 13.2 µM; hit rate 0.46% among 350,000; AID 588473;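 active = activation of at least 50%, plus an integration ratio under a set limit after plate pattern correction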;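 also: plate controls were neutral control wells without compound for no effect and CRF at EC100 for full effect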
# M4 PAM: CHRM4 positive allosteric modulation; CHO-K1 hM4/Gqi5, Fluo-8 calcium fluorescence, ACh EC20; 0% = ACh EC20, 100% = maximal ACh; activation, % at 3 µM; hit rate 0.4% among 360,000; P08173;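 active = activation above its plate's cutoff, the mean activation of sample wells plus 3 SD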; also: some results filed as inactive read as strong as hits
# Target sequence (P08173 whole entry, looked up): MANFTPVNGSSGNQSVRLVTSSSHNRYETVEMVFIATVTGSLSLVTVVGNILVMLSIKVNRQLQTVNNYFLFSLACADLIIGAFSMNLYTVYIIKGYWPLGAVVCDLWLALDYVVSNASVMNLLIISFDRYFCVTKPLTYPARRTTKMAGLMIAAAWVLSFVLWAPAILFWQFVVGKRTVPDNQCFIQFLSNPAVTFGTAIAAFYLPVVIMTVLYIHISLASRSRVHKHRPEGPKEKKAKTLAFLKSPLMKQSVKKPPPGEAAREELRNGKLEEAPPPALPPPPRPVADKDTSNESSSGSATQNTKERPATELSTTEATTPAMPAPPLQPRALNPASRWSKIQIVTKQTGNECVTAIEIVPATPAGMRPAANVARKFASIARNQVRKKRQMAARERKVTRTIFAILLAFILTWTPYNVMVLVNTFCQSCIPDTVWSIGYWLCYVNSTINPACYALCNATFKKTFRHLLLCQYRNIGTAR
# CHRM5 antagonist: antagonists of human muscarinic M5 receptor (CHRM5); CHO-hM5 cells, Fluo-8 calcium fluorescence, ACh EC80; hit rate 0.59% among 360,000; inhibition, % at 3 µM;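 active = inhibition above a per-plate cutoff, the mean of that plate's test compounds plus 3 SD, cut at about 27% in these data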;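 also: 0% = acetylcholine EC80 with DMSO and 100% = DMSO without agonist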
# Target sequence (P08912 whole entry, looked up): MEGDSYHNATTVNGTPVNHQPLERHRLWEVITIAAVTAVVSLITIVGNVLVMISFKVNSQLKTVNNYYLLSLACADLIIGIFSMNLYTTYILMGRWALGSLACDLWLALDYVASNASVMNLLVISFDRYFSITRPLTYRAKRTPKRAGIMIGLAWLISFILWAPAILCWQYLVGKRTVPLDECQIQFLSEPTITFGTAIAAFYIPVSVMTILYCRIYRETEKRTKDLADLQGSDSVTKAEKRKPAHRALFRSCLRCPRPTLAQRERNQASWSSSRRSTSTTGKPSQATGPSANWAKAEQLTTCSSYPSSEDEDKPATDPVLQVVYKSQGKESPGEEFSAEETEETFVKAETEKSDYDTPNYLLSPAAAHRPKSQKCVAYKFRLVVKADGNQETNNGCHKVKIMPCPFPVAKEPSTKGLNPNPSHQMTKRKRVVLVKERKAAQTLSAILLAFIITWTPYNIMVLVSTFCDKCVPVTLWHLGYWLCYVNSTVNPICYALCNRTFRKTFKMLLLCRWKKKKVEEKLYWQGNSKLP
# CHRM5 PAM: positive allosteric modulators of human muscarinic M5 receptor; hit rate 0.3% among 360,000; activation, % at 3 µM; AID 624038; CHO-K1 hM5, Fluo-8 calcium, ACh EC20 PAM; 0% = ACh EC20, 100% = ACh EC100;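 active = activation above the run cutoff, the mean activation of all test compounds plus 3 SD, cut at about 18% in these data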
#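 system = human M5 receptor in CHO-K1 cells | reagent = EC20 acetylcholine as agonist stimulus | compound dosing = single-point, 3 µM nominal | incubation = Fluo-8 loading 80 min at 37 °C plus 30 min room temperature | detection = Fluo-8 calcium dye fluorescence, kinetic read | benchmarks = low control EC20 acetylcholine (0%), high control EC100 acetylcholine (100%)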
# TAAR1 antag: antagonists of human TAAR1; CHO RD-HGA16 TAAR1, Fluo-8 calcium fluorescence, antagonist; inhibition, % at 3 µM; hit rate 1.5% among 360,000; AID 624466;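 active = inhibition above a per-plate cutoff, the mean inhibition of test compounds on that plate plus 3 SD, cut at about 49% in these data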;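 also: 0% = DMSO plus EC80 beta-PEA response and 100% = DMSO alone without agonist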
#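 test system = CHO RD-HGA16 cells bearing hTAAR1 | replication = singlicate | controls = DMSO-only wells and EC80 β-PEA-stimulated wells | reagent = EC80 β-phenethylamine stimulus | read-out basis = percent inhibition of PEA-evoked calcium signal, max/basal emission ratio | schedule = seeding 17-24 h prior, 75-min 37 °C, 30-min RT dye loading | signal = kinetic Fluo-8 calcium fluorescence measurement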
# M5 ag: CHRM5 agonism in calcium assay; activation, % at 3 µM; hit rate 0.19% among 360,000; AID 624037; CHO-K1 hM5 cells, Fluo-8 calcium fluorescence; 0% DMSO wells, 100% maximal acetylcholine response; P08912;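 active = activation above the run's mean over test compounds plus 3 SD, cut at about 23% in these data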;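 also: signal is peak over basal fluorescence ratio across the kinetic read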
# Active calls of the source: *; · = no result given.
SMILES,TAAR1 ag,M1 PAM parental,CRFBP-R2 block,CRFR2-BP ag,M4 PAM,CHRM5 antagonist,CHRM5 PAM,TAAR1 antag,M5 ag
COc1ccc(NC(=O)Nc2ccc3c(c2)CCC3)c(OC)c1,1,10,18,-1.5,7,5,3,-6,-7
S=c1nc(-c2ccccc2)[nH]n1-c1ccccc1,1,9,11,4.8,-4,2,-1,14,3
CC1CCCCC1NC(=O)CCS(=O)(=O)c1ccc(Cl)cc1 (stereo not drawn),-2,-5,0,-0.5,2,3,-5,-2,0
COCCCN1CN=C(NS(=O)(=O)c2ccc(C)cc2)NC1,3,7,2,0.9,-10,-1,8,-24,-1
CC(C)c1nnc(NC(=O)c2nc(S(=O)(=O)Cc3ccccc3)ncc2Cl)s1,-1,1,20,1.6,-3,0,1,-11,-3
O=C(N[C@@H](Cc1ccc(O)cc1)C(=O)O)C(c1ccccc1)c1ccccc1,8,-18,0,1.4,0,11,1,-4,5
O=C(CCN1CCCCC1)Nc1cccc(Br)c1,5,17,-14,0.7,-6,3,4,-19,-8
CCCn1c(SC(C)C(=O)NCC2CCCO2)nc2sc3c(c2c1=O)CCC3 (stereo not drawn),-3,8,13,-0.2,2,2,-4,-22,1
CCC(OC(=O)c1cccs1)C(=O)NC1CCCCC1 (stereo not drawn),2,-5,-3,-0.1,7,3,6,-2,0
O=C(NCc1cc(Cl)cc(Cl)c1)c1ccc2sc([C@@H]3O[C@H](CO)[C@H](O)[C@H](O)[C@H]3O)nc2c1,0,-14,·,·,-1,3,-5,-8,1
COc1ccc(C(=O)N/C(=C\c2cn(S(=O)(=O)N(C)C)c3ccccc23)C(=O)NCCCn2ccnc2)cc1,1,19,-11,-0.5,1,12,-2,-3,-6
NCCCC[C@H]1CNC(=S)N1CCc1cc(C(F)(F)F)cc(C(F)(F)F)c1,3,27,-1,-1.1,5,3,7,-4,-6
CC(/C=N/n1cnnc1)=C\c1ccco1,4,10,1,0.6,9,0,1,-7,1
COc1ccc(Cn2ccnc2SCC(=O)NC2CCCCC2)cc1,0,19,-11,-2.0,5,6,-1,-13,-4
C[C@H](CO)N1C[C@H](C)[C@@H](CN(C)Cc2ccc(Cl)c(Cl)c2)Oc2c(NC(=O)CCC(F)(F)F)cccc2C1=O,7,-16,-3,-0.6,-4,5,0,11,-1
Cc1cc(-c2ccccc2)nc2cc(C(=O)OC(C)C)nn12,0,-8,6,-0.3,-4,-4,3,-10,-4
O=C(CCSCCc1ccccn1)Nc1ccc(Cc2ccncc2)cc1,3,17,7,-3.2,-5,-4,0,-3,4
COC(=O)C1=C(C)N(Cc2ccccc2)C(=O)N[C@H]1c1ccco1,2,5,9,-2.8,8,4,4,5,2
Fc1cccc(Cn2cc(C(=S)N3CCOCC3)c3ccccc32)c1,16,25,10,-1.3,0,1,-4,0,-4
CCCC(C(=O)NCCC(C)C)N(Cc1ccc(OC)cc1)C(=O)c1snc(C(N)=O)c1N (stereo not drawn),10,9,-5,-0.9,-1,13,-11,9,-6
Cc1cc(C)c(C)c(OCC(=O)N2CCCCCC2)c1,4,11,0,-0.5,1,5,-7,-8,-4
Cc1ccc(S(=O)(=O)NCCc2cc3ccc(C)cc3[nH]c2=O)cc1,-1,-4,-2,-2.1,-7,-5,-2,-15,-3
O=C(CCc1ccc(S(=O)(=O)NCCc2ccccc2)cc1)NCc1ccco1,4,-9,24,-0.7,-1,1,-3,7,-4
NS(=O)(=O)c1ccc(CCNC(=O)COC(=O)/C=C/c2cc(Br)ccc2F)cc1,8,8,-29,25,-5,5,-2,12,5
CCOC(=O)c1c(NC(=O)C2CCCO2)sc(C(N)=O)c1C (stereo not drawn),0,17,-21,-0.3,-16,6,-3,6,-3

# Brought forward from above: two entries; new compounds follow.
SMILES,TAAR1 ag,M1 PAM parental,CRFBP-R2 block,CRFR2-BP ag,M4 PAM,CHRM5 antagonist,CHRM5 PAM,TAAR1 antag,M5 ag
NS(=O)(=O)c1ccc(CCNC(=O)COC(=O)/C=C/c2cc(Br)ccc2F)cc1,8,8,-29,25,-5,5,-2,12,5
CCOC(=O)c1c(NC(=O)C2CCCO2)sc(C(N)=O)c1C (stereo not drawn),0,17,-21,-0.3,-16,6,-3,6,-3
C=CCC[C@H](CCCCC)OC(=O)/C=C/[C@H](O)[C@@H](O)C[C@@H](O)CC=C,2,5,·,·,2,-3,0,-19,1
CN1[C@@H](Cc2ccccc2)COc2cc(N3CCSCC3)ccc2S1(=O)=O,0,0,·,·,-3,3,-10,11,2
Cc1cccc(NC(=O)c2ccc(S(=O)(=O)N3CCOCC3)cc2)c1C,-3,15,16,-0.4,0,2,3,6,-2
O=C(COC(=O)C12CC3CC(CC(O)(C3)C1)C2)Nc1cccc(Br)c1,17,9,-14,1.8,-5,6,-1,3,6
COc1ccc2ccc(C(C)(C(C)=O)C(=O)OC(C)C)cc2c1 (stereo not drawn),9,20,2,2.4,-4,10,5,2,-7
O=C(CCS(=O)(=O)c1ccc(Br)s1)NCc1ccccc1,0,12,15,0.3,3,1,-9,-10,-8
CCn1c(CO)nc2c1c(=O)[nH]c(=O)n2Cc1ccccc1,2,-7,0,10,4,2,-3,-6,-3
CCCCC(O)(CCN1CCOCC1)c1ccc(Cl)cc1 (stereo not drawn),·,10,6,-0.5,-34,32*,-21,·,-11
CCCN(CCC)CC(=O)Nc1cccc2c1OCO2,8,10,-1,-3.4,0,-3,-3,-20,-2
Cc1cc(C(F)(F)F)n2nc(-c3cnn(C)c3C(F)(F)F)cc2n1,1,-9,18,0.6,0,-3,-4,-17,-3
CCCCC[C@H](O)/C=C/C1=C(CCCCCCC(=O)O)C(=O)CC1,·,3,14,1.8,-2,-11,4,·,0
COc1ccccc1Nc1nc2ccccc2n1C,-1,33,-3,-1.4,-8,2,5,-5,0
Cc1ccc(-n2c(C)cc(/C=C(\C#N)C(=O)NCC3CCCO3)c2C)cc1 (stereo not drawn),10,6,-19,-1.3,-6,13,-7,26,-4
O=c1[nH]c(CO)nc2c1oc1ccccc12,2,7,42,0.1,3,-2,-3,-9,-3
COC(=O)/C(C#N)=C/c1ccc(N2CCOCC2)c([N+](=O)[O-])c1,2,28,7,-0.5,6,0,-1,-28,2
Cc1c(C#N)c(O)n(C)c(=O)c1N=Nc1ccc(S(N)(=O)=O)cc1,-1,-13,6,-1.2,8,4,-4,13,1
c1ccc(SCc2nc(-c3ccccn3)no2)cc1,5,7,-1,-1.1,9,-4,2,-6,-1
Cc1ccc(NC2CCCN(C(=O)CCc3cn[nH]c3)C2)cc1C (stereo not drawn),1,-11,-1,0.7,2,10,-5,-3,-5
C=CCN(CC=C)C(=O)Nc1ccc2nc(C)sc2c1,10,-4,-1,1.6,21*,-2,1,-14,2
CCCc1cc(=O)[nH]c(SCc2cc(=O)oc3c(C)c(C)ccc23)n1,3,28,10,-1.5,5,2,0,-10,0
CCOC(=O)c1cnc(SCC(=O)Nc2cc(OC)cc(OC)c2)nc1N,6,14,6,-1.9,-8,11,-12,26,7
CNC(=O)c1[nH]cnc1C(=O)Nc1ccc(C)cc1,4,-1,13,-1.0,5,6,-2,22,0
CCCOc1ccc(/C=N/NC(=O)c2c(-c3ccccc3)noc2C)cc1OC,0,11,·,·,2,-3,2,-2,-4
Clc1cccc(Oc2ncccn2)c1,5,6,-1,0.0,-9,6,-2,-5,0
CSc1nsc(SCC(=O)Nc2ccc(Br)cn2)n1,10,10,3,-2.0,8,-1,-3,0,-7
# More entries follow.
SMILES,TAAR1 ag,M1 PAM parental,CRFBP-R2 block,CRFR2-BP ag,M4 PAM,CHRM5 antagonist,CHRM5 PAM,TAAR1 antag,M5 ag
C[n+]1cc(-c2ccccc2)oc1-c1ccccc1,-1,21,-1,-0.8,4,12,-1,-3,-3
COc1ccc(CCn2c(-c3cc([N+](=O)[O-])cc([N+](=O)[O-])c3)nc3nc4ccccc4nc32)cc1,-3,-7,1,-0.8,-2,4,-1,1,2
CC(C)c1ccc(CC(=O)N2CCC2(C)C(=O)NCc2cccc3ccccc23)cc1 (stereo not drawn),6,2,·,·,2,8,1,36,1
Cc1cccc(C)c1OCc1n[nH]c(=S)n1-c1ccccc1,8,12,12,-4.6,9,4,5,10,1
O=C(Nc1ccccc1F)C1CCN(S(=O)(=O)c2cccc3nonc23)CC1,3,1,3,-1.3,-4,7,0,0,0
CCN(CC)C(=O)CSc1nc2ncccc2[nH]1,4,-5,-3,2.0,8,5,-1,6,0
Cc1ccc(SCc2ccc(C(=O)Nc3cccc([N+](=O)[O-])c3)cc2)cc1,12,19,4,1.2,12,-9,3,36,1
COc1cc(COc2ccc3c(C)c(CCC(=O)O)c(=O)oc3c2)cc(OC)c1OC,6,-1,-13,-0.4,0,0,1,5,-2
Cc1ccc(-n2c(SCC(=O)NCc3ccco3)nnc2-c2cccnc2)cc1,5,22,-5,-0.9,3,-3,5,-8,-2
CC(=O)C1C(c2ccc(F)c(F)c2)NC(=O)NC1(O)C(F)(F)F (stereo not drawn),2,12,-6,-1.0,9,-1,1,0,4
Cc1cc(=O)[nH]c(SCc2cccc(Br)c2)n1,1,3,-7,0.5,-1,0,-4,0,-4
CCOC(=O)c1nc2nc(C)c(Cl)c(=O)n2[nH]1,1,-7,-12,1.0,11,2,-4,19,0
O=c1c(-c2nnc(SCc3ccc(Cl)cc3)o2)cccn1Cc1ccccc1,4,9,13,2.6,-6,9,-6,18,-2
CCOC(=O)c1nnn(CC(=O)Nc2ccccc2OC)c1C(=O)OCC,9,6,16,-2.3,8,2,5,10,0
CC(=O)Nc1ccc(S(=O)(=O)NNC(=O)CCC(=O)NCc2ccccc2)cc1,1,0,5,0.1,8,-4,6,6,-4
CC[C@]12c3[nH]c4cc(-c5ccco5)ccc4c3CCN1C(=O)[C@@H](CC(=O)NCCN1CCOCC1)C[C@@H]2C(=O)N1CCN(C(=O)C2CC2)CC1,2,0,7,-0.4,-4,4,-4,-15,1
Brc1ccc(-c2nc(-c3ccccn3)no2)o1,15,17,-2,0.5,11,-6,6,-9,1
CC(C)OC(=O)/C(C#N)=C/c1c[nH]c2ccccc12,-2,32,37,-0.6,-1,-15,10,14,-6
COCc1ccc(C(=O)N2CCCC(C(=O)c3cc(F)ccc3F)C2)s1 (stereo not drawn),1,8,10,-0.8,5,12,3,-5,1

# In the list so far, 3 have a COOH group:
SMILES,TAAR1 ag,M1 PAM parental,CRFBP-R2 block,CRFR2-BP ag,M4 PAM,CHRM5 antagonist,CHRM5 PAM,TAAR1 antag,M5 ag
O=C(N[C@@H](Cc1ccc(O)cc1)C(=O)O)C(c1ccccc1)c1ccccc1,8,-18,0,1.4,0,11,1,-4,5
CCCCC[C@H](O)/C=C/C1=C(CCCCCCC(=O)O)C(=O)CC1,·,3,14,1.8,-2,-11,4,·,0
COc1cc(COc2ccc3c(C)c(CCC(=O)O)c(=O)oc3c2)cc(OC)c1OC,6,-1,-13,-0.4,0,0,1,5,-2
